PPARg SRC1 recr = PPARgamma agonists recruiting SRC-1 coactivator, primary screen, biochemical | Peroxisome proliferator-activated receptor gamma (Homo sapiens), P37231 | PPARgamma-SRC-1 coactivator recruitment biochemical assay | activation, % at 8 µM | 200,000 tested, 0.41% active; in the data active = activation above about 19%;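 note: 0% = DMSO and 100% = reference agonist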
Target sequence (P37231 whole entry, looked up): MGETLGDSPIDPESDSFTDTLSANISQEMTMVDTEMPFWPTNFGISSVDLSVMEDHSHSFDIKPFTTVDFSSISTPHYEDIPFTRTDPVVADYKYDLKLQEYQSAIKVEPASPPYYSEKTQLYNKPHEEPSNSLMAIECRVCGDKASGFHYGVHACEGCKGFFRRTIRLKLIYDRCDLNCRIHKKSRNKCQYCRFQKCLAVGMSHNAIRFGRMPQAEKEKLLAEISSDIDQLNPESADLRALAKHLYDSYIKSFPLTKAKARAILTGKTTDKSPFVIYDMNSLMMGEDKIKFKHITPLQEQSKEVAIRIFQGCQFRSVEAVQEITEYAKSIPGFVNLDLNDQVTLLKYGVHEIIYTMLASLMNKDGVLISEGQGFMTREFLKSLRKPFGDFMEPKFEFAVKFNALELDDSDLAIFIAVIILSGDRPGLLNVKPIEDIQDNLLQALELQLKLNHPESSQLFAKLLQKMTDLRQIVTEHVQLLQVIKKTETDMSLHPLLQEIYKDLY
STAT1 blocker = STAT1 signaling inhibitors, primary screen, cell-based, HTS, luciferase reporter; NIH 3T3 STAT1-luciferase reporter, IFN-gamma, luminescence; 200,000 tested, 0.35% active; inhibition, % at 5.5 µM;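 active = inhibition above a set limit, the mean inhibition across all tested compounds plus 3 SD, cut at about 34% in these data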;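 note: 0% = IFN-gamma with DMSO and 100% = IFN-gamma with 300 µM nifuroxazide; values of inactives mirror those of a sister screen read the other way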
SRC2 TRFRET art = TR-FRET signal artefacts, primary screen, artefact control for PPARgamma SRC-2 agonist project, biochemical; TR-FRET artefact counter-screen; stronger effect = higher value; TR-FRET ratio at 8 µM; 200,000 tested, 0.4% active; AID 1049, 2008; in the data active = TR-FRET ratio above about 2000; note: inactives centre near 1500
ROMK primary = ROMK potassium channel modulators, primary screen, cell-based, thallium flux, MLSMR library. Tet-inducible ROMK, thallium flux fluorescence; actives lie on both sides. ATP-sensitive inward rectifier potassium channel 1 (Homo sapiens), P48048. B-score at 10 µM. 130,000 tested, 2% active;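 active = signal ratio slope over the read window, or its plate-corrected B-score, at least 3 SD from the plate mean, either direction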;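 note: B-score of the F/F0 ratio slope over 7 to 12 s after thallium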
STAT3 blocker = IL-6 driven STAT3 reporter inhibitors, primary screen, U3A cells, luciferase, luminescence, MLSCN library. inhibition, % at 5.5 µM. IL-6 STAT3-luciferase reporter; host cell line lacks STAT1. 190,000 tested, 0.89% active;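 active = inhibition above the mean inhibition across all screened compounds plus 3 SD, cut at about 44% in these data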;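 note: 0% = DMSO only wells and 100% = 100 µM nifuroxazide control wells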
TNAP act hi DEA = TNAP activators at high phosphate acceptor level, primary screen, biochemical, luminescence, uHTS | 200,000 tested, under 10 active | purified TNAP, CDP-star luminescence, 1 M DEA, 30 min; stronger effect = higher value; 0 = EDTA background, 1 = DMSO-only activity | Alkaline phosphatase, tissue-nonspecific isozyme (Homo sapiens), P05186 | activation factor at 20 µM | AID 1136, 2008;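 active = activation factor at least 2 at 20 µM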
Target sequence (P05186 whole entry, looked up): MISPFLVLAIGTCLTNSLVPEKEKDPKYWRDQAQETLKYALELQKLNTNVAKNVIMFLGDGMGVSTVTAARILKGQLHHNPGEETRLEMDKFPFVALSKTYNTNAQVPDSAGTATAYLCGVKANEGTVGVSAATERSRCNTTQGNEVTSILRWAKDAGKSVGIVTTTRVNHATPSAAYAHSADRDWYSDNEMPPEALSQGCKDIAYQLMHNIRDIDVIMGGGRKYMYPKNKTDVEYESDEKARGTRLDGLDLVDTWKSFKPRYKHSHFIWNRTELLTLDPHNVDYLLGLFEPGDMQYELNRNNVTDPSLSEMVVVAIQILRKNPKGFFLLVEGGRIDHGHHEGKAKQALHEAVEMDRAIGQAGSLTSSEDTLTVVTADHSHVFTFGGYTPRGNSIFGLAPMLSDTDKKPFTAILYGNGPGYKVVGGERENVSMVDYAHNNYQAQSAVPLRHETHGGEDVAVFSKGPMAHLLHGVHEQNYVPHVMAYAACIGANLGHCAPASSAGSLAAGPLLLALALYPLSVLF
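system = human TNAP | amount = enzyme diluted 1/800 final | reagent = 100 µM CDP-star substrate | signal = luminescent substrate turnover signal | dosing = one dose, 20 µM | benchmarks = EDTA negative control, DMSO positive control | measure = activation factor | timing = 30 min reaction, room temperature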
bIAP activator = bovine intestinal alkaline phosphatase activators, primary screen, biochemical, bovine IAP, CDP-star luminescence | 200,000 tested, 0.17% active | activation factor at 20 µM | alkaline phosphatase, intestinal [Bos taurus] | purified bovine IAP, 30 min; stronger effect = higher value; fold of DMSO-control signal, blank-subtracted;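 active = activation factor of 2 or more at 20 µM, a signal rise over negative controls twice the positive control's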
PPARg SRC3 recr = PPARgamma agonists recruiting SRC-3 coactivator, primary screen, biochemical | Peroxisome proliferator-activated receptor gamma (Homo sapiens), P37231 | AID 731, 2007 | biochemical PPARgamma/SRC-3 coactivator recruitment assay | activation, % at 8 µM | 200,000 tested, 0.26% active; in the data active = activation above about 23%;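 note: 0% = DMSO and 100% = reference agonist; some compounds past the cut are filed as inactive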
bIAP inhibitor = bovine intestinal alkaline phosphatase inhibitors, primary screen, selectivity assay for TNAP inhibitor project, biochemical, bovine IAP, CDP-star luminescence; alkaline phosphatase, intestinal [Bos taurus]; purified bovine IAP, 30 min; inhibition, % at 20 µM; 190,000 tested, under 10 active; AID 1019, 2008;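 active = over 50% inhibition of intestinal alkaline phosphatase at 20 µM in the single-dose screen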
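Assay system – bovine IAP enzyme · Quantity – bovine IAP at 1/65,000,000 final dilution · Detection – CDP-star luminescence signal · Times – 30 min reaction at room temperature · Also added – CDP-star substrate at 30 µM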
PPARg SRC2 recr = agonists of PPARg-SRC-2 recruitment, primary screen, biochemical, HTS | Peroxisome proliferator-activated receptor gamma (Homo sapiens), P37231 | PPARgamma LBD-SRC-2 recruitment | activation, % at 8 µM | 200,000 tested, 0.34% active; in the data active = activation above about 22%;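 note: 0% = vehicle and 100% = reference agonist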
STAT3 activator = IL-6 driven STAT3 reporter potentiators, primary screen, U3A cells, luciferase, luminescence, MLSCN library | IL-6 STAT3-luciferase reporter; 100% = signal with IL-6 EC80 alone | activation (% of control), % at 5.6 µM | 190,000 tested, 0.91% active | AID 871, 2007;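 active = activation above the screen-wide mean of compound activation plus 3 SD, cut at about 130% in these data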;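 note: 0% = background luminescence of wells with medium and substrate only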
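Material: STAT1-lacking human U3A cells, STAT3 luciferase reporter | Benchmarks: IL-6-only wells as 100% reference | Probe or stimulus: IL-6 (33 ng/mL) | Timing: Compound 1 h, then IL-6 6 h at 37 °C | Detection: Luminescence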
The depositor's hits bear a star; . = not tested or not shown.

compound	PPARg SRC1 recr	STAT1 blocker	SRC2 TRFRET art	ROMK primary	STAT3 blocker	TNAP act hi DEA	bIAP activator	PPARg SRC3 recr	bIAP inhibitor	PPARg SRC2 recr	STAT3 activator
CC1CCCC(C)N1C(=O)c1cc(F)c(F)cc1Cl (stereo unspecified)	2	0	1403	0.73	5	1.1	1	9	5	-1	99
Cc1ccc(S(=O)(=O)NCC(=O)NCC(=O)OCC(=O)NC(=O)NC(C)(C)C)cc1C	13	9	1465	0.72	15	1.1	1	5	0	-1	95
Cc1ccc(NS(=O)(=O)c2ccc3c(c2)c(=O)n(C)c(=O)n3C)cc1F	4	13	1716	1	10	1	1	0	1	3	91
COC(=O)c1ccc(NC(=O)CNC(=O)C2CCCCC2)c(C)c1	-1	5	1540	.	6	1.1	0.9	8	12	-5	98
CCCCOc1ccc(CC(=O)NCC(=O)O)cc1	0	8	1469	0.12	2	1	1	-3	-4	-1	101
CCC(CC)C(=O)OCC(=O)Nc1cc(OC)c([N+](=O)[O-])cc1C	1	7	1549	-0.19	0	1	1.2	2	-15	14	100
CCOC(=O)c1cnc(-c2ccccc2O)nc1Cl	0	-16	1532	0.17	18	1	1.2	-2	-21	8	94
CN(C)c1ccc(/C=C/c2ccc3c4ccccc4ccc3[n+]2-c2ccccc2)cc1	47*	46*	2446*	-1.3	81*	0.3	0.4	28*	.	49*	35
CC(=O)Nc1ccc(OCc2cccc([N+](=O)[O-])c2)cc1	-1	-20	1544	-0.45	0	1	0.9	0	7	2	104
Cc1ccc(S(=O)(=O)N2CCC(C(=O)NCc3ccncc3)CC2)cc1	-8	-6	1371	.	-1	1	1	0	-1	4	102
Cc1cccc(NC(c2ccc(C)s2)c2ccc3ccc(C)nc3c2O)n1 (stereo unspecified)	-8	9	1312	.	3	1.1	1.2	1	-18	1	96
O=C(O)c1n[nH]nc1-c1ccccc1	-2	4	1585	0.64	13	1	0.9	-2	7	4	94
Cc1ccc(C)c(NC(=O)Cn2nnc(C(=O)NCc3cccs3)c2N)c1	9	-3	1540	.	2	1	1	-2	4	0	106
COc1ccccc1CNC(=O)c1ccc2c(=O)n(CCCN3CCCC3=O)c(=S)[nH]c2c1	-10	-3	1549	-0.15	14	1	0.9	-5	10	-4	93
CNS(=O)(=O)c1ccc(NC(=O)Nc2cccc(F)c2)cc1	-6	-16	1569	0.64	1	1	1	1	-4	-5	103
CCOC(=O)C1CCCN(C(=S)Nc2cccc(Cl)c2C)C1 (stereo unspecified)	3	2	1601	.	-1	1	0.6	-3	38	7	96
COCCCNC(=S)NNC(=O)c1csc2ccccc12	-3	-5	1470	.	2	1	1.2	-1	-18	-3	97
CCCCn1c(SCn2nnc3ccccc3c2=O)nc2cc(S(N)(=O)=O)ccc21	-4	7	1582	-1.1	15	1.1	0.9	5	13	1	92
CCN(C(=O)c1cccc(F)c1)c1ccccc1C	-4	0	1512	.	2	1	0.9	11	15	6	100
c1csc(CN2CCN(Cc3cccs3)C2c2cccs2)c1	1	-3	1611	-0.026	6	1	0.8	0	17	0	97
O=C(CSc1nc2cc(Cl)ccc2s1)N1CCN(C(=O)c2ccco2)CC1	-5	1	1538	-0.86	-1	1	1	-6	-4	-3	104
COC(=O)N/N=C/c1ccc(OCCSc2ccc(Cl)cc2)c(OC)c1	6	3	1710	0.84	6	1.1	0.9	6	8	6	93
CCCOc1ccc(/C=N/NC(=S)Nc2ccccc2[N+](=O)[O-])c(O)c1	2	3	1595	.	92*	0.8	1	0	4	2	24
CN(c1cccc(NC(=O)CSc2ccc(Cl)cc2)c1)S(C)(=O)=O	4	6	1574	-1.1	8	1	0.8	-1	19	5	94
Cc1cc2c(C)nc(Cc3ccccc3)nc2o1	-4	-7	1409	-0.16	-2	1.1	1	3	3	-2	104
CCS(=O)(=O)c1ccc2oc(SCC(=O)NCc3ccccc3)nc2c1	3	-8	1654	-0.79	3	1	1	7	3	-4	106
O=S(=O)(c1ccc(Cl)cc1)N1CCC(O)(CN2CCN(Cc3ccccc3)CC2)CC1	-1	1	1460	-0.8	7	1	1	-4	-3	8	96
Cc1cccc(C)c1-n1nnnc1S(=O)(=O)Cc1ccccc1Cl	-1	6	1560	-0.33	0	0.9	0.6	6	41	8	103
Cc1nc2c(cc(Oc3ccc(S(=O)(=O)N4CCOCC4)cn3)c3ccsc32)s1	4	-5	1566	-1	-6	1	1	10	2	-3	109
COc1ccc(CCNC(=O)COC(=O)COc2ccc(Cl)cc2)cc1OC	1	-6	1594	-0.18	4	1	1	-1	2	1	101
Cc1nnc(SCc2ccccc2F)n1NCc1cccs1	2	-6	1677	.	6	1	1	5	1	7	99
CSc1ccc(/C=N/NC(=O)CNc2ccc3ccccc3c2)cc1	4	0	1804	0.74	-48	1	0.7	3	30	8	146*
COc1ccccc1/C=N/NC(=O)c1cccc(OC(F)(F)C(F)F)c1	0	4	1610	.	-10	1	1.2	1	-20	-2	108
N#Cc1cccc(C(c2nnnn2C2CCCC2)N2CCC(Cc3ccccc3)CC2)c1 (stereo unspecified)	1	3	1656	-2.6	2	1.1	1	-12	-3	5	99
NC1=NC(=O)C(CC(=O)Nc2ccc3c(c2)OCO3)S1 (stereo unspecified)	11	-4	1658	0.47	8	1	1.1	-2	-9	2	98
COc1ccccc1NS(=O)(=O)c1ccc(N/N=C/C=C/c2ccccc2[N+](=O)[O-])c([N+](=O)[O-])c1	13	-16	1691	0.68	6	0.8	0.7	0	33	8	99
COc1ccc(OCc2nnc(SCC(=O)O)n2N)cc1	-2	-1	1650	0.25	1	1	1	0	4	-1	106
CCOc1ccc(NC(=O)CSc2ncnc3c2sc2ccccc23)cc1	2	2	1865	0.6	23	1	0.9	23*	13	14	83
CC(=O)c1cc(NC(=O)c2ccccc2)c(=O)oc1/C=C/N(C)C	18	9	1599	.	5	0.9	0.7	17	34	15	97
Cc1nn(CC(=O)Nc2ccc3c(c2)oc2ccccc23)c(=O)c2ccccc12	4	-1	1536	0.9	19	1.1	1	1	0	3	91
COc1ccccc1N1CCN(C(=O)CN(Cc2ccc(Cl)cc2)S(C)(=O)=O)CC1	3	1	1745	.	12	1	1	-3	-3	5	91
CCc1ccc(-c2nc(C)c(CCO)c(=O)[nH]2)cc1	2	-4	1642	-0.15	23	1.1	0.8	2	16	5	84
COc1ccccc1Nc1nnc(C)c(=O)[nH]1	1	-3	1359	3*	5	1	1	-5	4	2	101
Cc1cccc(NC(=S)N2CCCCCC2)c1	-1	-10	1569	-0.11	-7	1	1	0	2	-6	104
CCCN(CCC)S(=O)(=O)c1ccc(C(=O)Nc2nnc(COC)o2)cc1	-5	6	1549	-1.4	-1	1	1.1	-6	-15	-8	103
CN(C)c1ccc(/C=C(\C#N)c2ccccn2)cc1	1	54*	1489	0.41	99*	0.9	0.8	0	20	-8	18
Cn1nc(-c2ccc(Cl)cc2)c2cc(C(=O)NC3CC3)sc21	-1	-1	1423	.	-86	1	1	3	2	2	174*
Cc1ccc(SCC(=O)c2cc(C)c(OC(=S)N(C)C)c(C)c2)cc1	2	-4	1575	1.6	-8	1.1	0.9	16	9	11	111
COc1ccc(N2CCN(C(=O)NC34CC5CC(CC(C5)C3)C4)CC2)cc1	-4	-1	1630	-0.012	4	1.1	0.9	1	7	6	97
Cc1ccc(S(=O)(=O)Nc2nc3ccccc3nc2N2CCc3ccccc3C2)cc1	3	-1	1381	.	-58	1	1	0	-1	0	147*
Cc1ccc(S(=O)(=O)N(CC(=O)NCCC2=CCCCC2)Cc2ccccc2)cc1	6	8	1708	0.7	1	1	1	-10	1	-3	105
O=C1NC(CCc2ccccc2)C(=O)N1CCOc1cccc(Br)c1 (stereo unspecified)	-2	-1	1621	1.1	12	0.9	0.8	3	23	4	99
O=C(Nc1ccccc1N1CCN(C(=O)c2ccc(Cl)cc2)CC1)c1ccc2c(c1)OCO2	7	-2	1588	.	0	1	1	-6	-3	1	103
O=C1O/C(=C\c2ccccc2)c2ccccc21	-3	-9	1455	1.2	11	1	0.8	-3	21	2	89
N#CCC(=O)c1ccccc1Oc1ccc(Cl)cc1	8	-7	1770	-0.25	5	1.1	0.9	6	11	5	102
CSCCNCc1cn(-c2ccc(F)cc2F)nc1-c1ccccc1C	0	-3	1658	-0.92	0	1	1	-3	-5	4	111
CC(c1cccnc1)N(CCN(C)C)C(=O)Nc1ccc(Cl)cc1 (stereo unspecified)	2	-8	1504	.	4	1	1.1	3	-10	-4	104
Nc1ncc(Br)cc1S(=O)(=O)NCCC(=O)Nc1cccc(Cl)c1	-1	1	1741	.	-1	1.1	1	2	2	8	105
COc1ccc(-n2nnnc2SCC(=O)Nc2nc3c(s2)CCCC3)cc1	-7	-1	1362	.	12	1	1	-11	-4	5	92
CCC(C)C(NC(=O)c1ccccc1NC(=O)c1ccco1)C(=O)NNC(=O)c1ccc(OC)cc1 (stereo unspecified)	-9	-4	1423	0.78	-16	1	1.1	-8	-10	0	114
O=C(Nc1ccccc1)C1=C[C@H](c2csc3ccccc23)C[C@H](OCCCCO)O1	-5	-2	1395	.	.	1	1.1	-2	-12	-5	.
O=C(Nc1ccccc1C(=O)O)c1ccc(NC(=O)c2ccc(Br)o2)cc1	5	-1	1617	-0.19	6	1	0.9	-4	12	2	102
O=C(NC1CCCCC1)c1cc2nc(-c3ccco3)cc(C(F)(F)F)n2n1	-1	6	1500	.	22	1	1	9	-4	7	83

Screens from PubChem.
